Bioassay records as filed in PubChem BioAssay.
PKM2 activator: qHTS Assay for Activators of Human Muscle isoform 2 Pyruvate Kinase | Pyruvate kinase PKM (Homo sapiens), P14618 | purified PKM2, Kinase-Glo ATP luminescence, activation; response scale: 0% is enzyme alone, no compound | Potency, µM (doses to about 57.5 µM), for the others: at the highest dose activation, actives largely listed as activators | 260,000 compounds, 0.34% hits | AID 1631, 2009; also: potency is read from the fitted curve at half-maximal effect; % is scaled to controls: 0 for no effect and ±100 for the full control effect; nearly all actives have a fitted effect of over 55% in size
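ATP formation by purified human PK-M2, quantified via coupled luciferase luminescence after 1 h at room temperature with 0.1 mM ADP and 0.5 mM PEP final.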
GALK inh: qHTS Assay for Inhibitors of Human Galactokinase (GALK); P51570; Purified GALK, Kinase-Glo residual ATP luminescence; Potency, µM (highest dose often 57.5 µM), without a hit: at the top dose activity change, negative = inhibition, actives largely listed as inhibitors; 270,000 compounds, 0.007% hits; AID 1868, 2009; also: potency is read from the fitted curve at half-maximal effect; % is scaled to controls: 0 for no effect and ±100 for the full control effect
Target sequence (P51570 whole entry, looked up): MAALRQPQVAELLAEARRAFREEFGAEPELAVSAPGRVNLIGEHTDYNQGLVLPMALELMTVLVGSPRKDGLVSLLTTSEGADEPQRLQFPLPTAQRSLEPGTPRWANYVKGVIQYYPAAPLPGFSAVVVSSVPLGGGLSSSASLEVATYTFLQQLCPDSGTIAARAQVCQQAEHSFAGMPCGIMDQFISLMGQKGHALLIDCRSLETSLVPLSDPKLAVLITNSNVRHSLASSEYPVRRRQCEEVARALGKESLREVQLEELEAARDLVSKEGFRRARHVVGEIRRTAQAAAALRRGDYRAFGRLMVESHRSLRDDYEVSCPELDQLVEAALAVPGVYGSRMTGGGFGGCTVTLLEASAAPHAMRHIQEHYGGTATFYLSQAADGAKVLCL
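Luminescence from leftover ATP (Ultra-Glo luciferase/luciferin) served as read-out after a 1 h room-temperature reaction of 5 nM GALK with 35 uM ATP and 100 uM galactose.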
Mito fusion yeast: qHTS Assay for Small Molecule Inhibitors of Mitochondrial Division or Activators of Mitochondrial Fusion | AID 485298, 2010 | S. cerevisiae fusion-defective mutant growth rescue, CellTiterGlo 48 h | Potency, µM (series often up to 46.1 µM), for the others: at the highest dose growth rescue (activation), most hits filed as activators | 320,000 compounds, 0.23% hits;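 also: potency is read from the fitted curve at half-maximal effect; % of control where 0% means no effect; nearly all actives have a fitted effect of over 45% in size; temperature-sensitive fusion mutants such as fzo1-1 at 37 °C on non-fermentable ethanol glycerol medium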
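Yeast fusion mutant, YPEG (non-fermentable carbon), compound, 48 h at 37C non-permissive; CellTiterGlo added, 10 min RT, luminescence read. Rescued growth = division inhibition.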
KCNH2 WT inh: qHTS for Inhibitors of KCHN2 3.1: Wildtype qHTS. 340,000 compounds, 0.37% hits. activity change, % at 1.84 µM. AID 720551, 2013. U2OS, BacMam KCNH2, thallium flux FluxOr; stronger effect = lower value;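 active = maximum activity change below -70%; inconclusive = maximum activity change between -70% and -50%; inactive = maximum activity change above -50%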; also: % is scaled to controls: 0 for no effect and ±100 for the full control effect
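U2OS cells transduced with wild-type KCNH2 virus are loaded with FluxOr dye for 45 min, and thallium flux is measured in kinetic reads before and after stimulation buffer. Rate constants are normalized to DMSO controls.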
S-ASM inh: Inhibitors of Secretory Acid Sphingomyelinase (S-ASM): qHTS. Sphingomyelin phosphodiesterase (Homo sapiens), P17405. placental ASM, HMU-PC fluorogenic substrate, 60 min. Potency, µM (top dose mostly 57.5 µM), inactives show top-dose activity change, negative = inhibition, hits mostly inhibitors. 340,000 compounds, 0.006% hits. AID 504937, 2011; also: potency is read from the fitted curve at half-maximal effect
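Fluorescence read-out (Ex 386 nm, Em 447 nm) after stopping the reaction at pH 10. Enzyme: ASM from human placenta; substrate HMU-PC0, 9 uM final; 60 min, 37 °C. Compound preincubation 10 min, ambient temperature.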
TSHR antagonist: Antagonists of the Thyroid Stimulating Hormone Receptor: HTS campaign | Thyrotropin receptor (Homo sapiens), P16473 | TSHR-expressing cells, TSH-stimulated cAMP HTRF, 2 h; stronger effect = lower value | activity change, negative = inhibition, % at 11.5 µM | 330,000 compounds, 0.2% hits;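 active = activity change below a set negative limit, meaning inhibition stronger than a set level, cut at about -70% in these data; inconclusive = activity change between two set negative limits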; also: % is scaled to controls: 0 for no effect and ±100 for the full control effect
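Inhibition of cAMP made by TSHR-expressing cells under TSH stimulation (4nM final, EC80; 2 h, 37 deg C) is quantified with a one-step lysis HTRF kit, anti-cAMP cryptate versus cAMP-d2.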
BCR signal inh: qHTS Assay to Find Inhibitors of Chronic Active B-Cell Receptor Signaling; ABC-DLBCL IkBa-CBG/CBR reporter, luminescence ratio, 4 h; Potency, µM (highest dose often 46.1 µM), for the others: at the highest dose ratio change, negative = lower green/red ratio, hits mostly inhibitors; 340,000 compounds, 0.05% hits; AID 493014, 2011; active = well fitted inhibition curve with a large enough effect in the signal ratio, with a control signal flat, not every such curve was filed as active; inconclusive = small, poorly fitted or top-dose-only effect, or effect the other way, or a change in a side signal; the % refers to the signal ratio;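 also: potency is read from the fitted curve at half-maximal effect; plate controls were basal doxycycline-induced cells for no effect and cells given 10 µM MG132 for full effect; MG132 reads +100%, hits lower the ratio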
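Doxycycline induced both beetle luciferases in TMD8 lymphoma cells; IKK-driven degradation limits the IkappaBalpha-fused green signal, while red luminescence normalises for cell number and nonspecific effects. Compounds tested up to 46 uM, 4 hrs.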
MBNL1-CUG inh: qHTS Assay for Inhibitors of MBNL1-poly(CUG) RNA binding; TR-FRET MBNL1-His/biotin-(CUG)12 binding, 665/545 ratio; Potency, µM (titrated, usually from 57.5 µM), for inactives: at the top dose activity change, negative = inhibition, hits mostly inhibitors; 280,000 compounds, 0.036% hits; active = well fitted inhibition curve with a large enough effect in the signal ratio, with a control signal flat, not every such curve was filed as active; inconclusive = small, poorly fitted or top-dose-only effect, or effect the other way, or a change in a side signal; inactive = no such curve, though single readings can be large or run the other way; the % refers to the signal ratio; also: potency is read from the fitted curve at half-maximal effect; % is scaled to controls: 0 for no effect and ±100 for the full control effect
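Compound titration spanned 92 nM–58 uM against the MBNL1-His/biotin-(CUG)12 complex. After 60 min at room temperature with 5 nM streptavidin-XL665 and 0.055 ng/ul terbium anti-His, ratiometric 665/545 nm emission (Ex 340 nm) normalized to controls.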
USP2a inh: qHTS Assay for Inhibitors of Ubiquitin-specific Protease USP2a Using CHOP2 as the Reporter | 330,000 compounds, 0.01% hits | AID 463254, 2010 | Ubiquitin carboxyl-terminal hydrolase 2 (Homo sapiens), O75604 | Potency, µM (series often up to 38.3 µM), inactives show top-dose activity change, negative = inhibition, usual class: inhibitors | USP2 core, Ub-CHOP2 coupled fluorogenic reporter, 485/531;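 also: potency is read from the fitted curve at half-maximal effect; plate controls were DMSO wells for no effect and full inhibition by NEM control for full effect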
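Cell-free coupled assay: 10nM USP2 core preincubated 30min RT with compound in Tris-HCl pH 8.0/CaCl2/CHAPS buffer, then 25nM Ub-CHOP2 and 25nM reporter substrate; fluorescence (Ex 485/Em 531) read after 60min RT, normalized to NEM inhibition, concentration-response curves fitted.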
Menin-MLL TR inh: qHTS Assay for Inhibitors Targeting the Menin-MLL Interaction in MLL Related Leukemias: Competition With Texas Red Labeled MLL-derived Mutant Peptide. Menin + Texas Red MLL mutant peptide, fluorescence polarization. Potency, µM (highest dose often 61.6 µM), without a hit: at the top dose FP activity change, negative = inhibition, usual class: inhibitors. 270,000 compounds, 0.23% hits. O00255; active = well fitted inhibition curve with a large enough effect in the polarisation, with a control signal flat, not every such curve was filed as active; inconclusive = small, poorly fitted or top-dose-only effect, or effect the other way, or a change in a side signal; inactive = no such curve, though single readings can be large or run the other way; the % refers to the polarisation; also: potency is read from the fitted curve at half-maximal effect; % of control where 0% means no effect; many of its hits are not listed in these tables
Target sequence (O00255 whole entry, looked up): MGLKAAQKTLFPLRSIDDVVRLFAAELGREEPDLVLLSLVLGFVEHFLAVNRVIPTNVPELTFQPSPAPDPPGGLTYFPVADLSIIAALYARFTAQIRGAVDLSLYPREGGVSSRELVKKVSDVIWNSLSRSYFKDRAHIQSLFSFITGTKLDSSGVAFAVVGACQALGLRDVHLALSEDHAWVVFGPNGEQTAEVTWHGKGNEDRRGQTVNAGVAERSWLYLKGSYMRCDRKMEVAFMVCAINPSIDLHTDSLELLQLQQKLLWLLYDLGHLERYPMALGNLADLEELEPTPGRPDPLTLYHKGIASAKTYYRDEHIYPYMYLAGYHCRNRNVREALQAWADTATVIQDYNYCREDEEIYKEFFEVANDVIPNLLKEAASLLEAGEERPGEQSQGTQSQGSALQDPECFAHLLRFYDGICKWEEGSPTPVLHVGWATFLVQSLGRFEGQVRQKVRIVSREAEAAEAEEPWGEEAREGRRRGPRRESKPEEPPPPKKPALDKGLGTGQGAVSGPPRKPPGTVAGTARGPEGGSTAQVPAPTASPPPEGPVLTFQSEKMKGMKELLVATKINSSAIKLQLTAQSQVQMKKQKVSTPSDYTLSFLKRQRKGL
Eya2 inh: qHTS Assay for Inhibitors of the Phosphatase Activity of Eya2. Potency, µM (series often up to 76.9 µM), without a hit: at the top dose activity, negative = inhibition, usual class: inhibitors. AID 488837, 2010. recombinant Eya2, OMFP fluorescence dephosphorylation (OMFP is methylfluorescein phosphate). 330,000 compounds, 0.006% hits; also: potency is read from the fitted curve at half-maximal effect; % is scaled to controls: 0 for no effect and ±100 for the full control effect
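Eya2 (0.2 uM) preincubated 10 min at ambient with compound, then OMFP substrate added at 50 uM; 10 min reaction in 50 mM HEPES pH 7.5, 50 mM NaCl, 5 uM MgCl2, 0.05% BSA, 1 mM DTT. Fluorescence read at Ex 485/Em 525 nm.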
An asterisk follows results filed as active; ? = inconclusive; . = not tested or not shown; [ ] = remark or other dose. Unless noted, calls follow the shape of the dose curve; as a rule, active = well fitted curve in the direction sought with a large enough effect; inconclusive = small, poorly fitted or top-dose-only effect, or another doubt; inactive = no such curve, though single readings can be large; an effect the other way counts as inactive or inconclusive. Some of the compounds tested; the hit share may differ from the screen's.

structure,TSHR antagonist,S-ASM inh,Menin-MLL TR inh,KCNH2 WT inh,BCR signal inh,Eya2 inh,Mito fusion yeast,MBNL1-CUG inh,PKM2 activator,GALK inh,USP2a inh
CCC(=O)N1c2ccccc2NC2=C(C(=O)CCC2)C1c1ccccc1 (stereo unspecified),0.0,2.7%,-12.1%,-1.7,22.4%,-1.6%,-0.2%,-2.2%,12.5%,-3.4%,2.1%
COc1ccc(-n2cnc3cc(NCc4cccs4)ccc32)cc1,8.6,-0.2%,-3.4%,-1.8,2.1%,-24.4%,4.7%,6.1%,3.7%,0.9%,-1.3%
C=CCOc1ccc(C(c2c(C)n(C)n(-c3ccccc3)c2=O)c2c(C)n(C)n(-c3ccccc3)c2=O)cc1,1.0,-1.8%,-23.0%,6.5,-2.2%,10.9%,-4.2%,9.2%,.,4.6%,-0.5%
CCOc1ccc(-c2cnc(N)n2C)cc1,6.3,2.3%,?,3.1,6.6%,1.8%,7.7%,8.0%,14.7%,2.8%,-2.6%
CSc1ccc(Cl)c(C(=O)NCC(C)C)c1,4.3,1.2%,12.5%,-3.8,7.6%,2.7%,-3.2%,-7.5%,-6.1%,-1.9%,1.0%
CCOc1ccc(C2/C(=C(\O)c3ccc4c(c3)OCCO4)C(=O)C(=O)N2CCN2CCOCC2)cc1OCC (stereo unspecified),-8.8,1.8%,.,-2.7,0.1%,-3.6%,-14.4%,10.9%,.,-4.2%,2.3%
CC(C)(C)NC(=O)NC(=O)CN1CCCCC1,-4.7,3.4%,1.5%,10.2,5.0%,-3.9%,-8.5%,-1.5%,7.0%,-0.4%,0.8%
C#CCOCCOCCOCCNc1nc(N2CCN(C(=O)[C@H](Cc3ccc(O)cc3)n3cc([C@@H](N)C(C)CC)nn3)CC2)nc(N2CCN(C(=O)[C@H](Cc3cc4ccccc4[nH]3)n3cc([C@@H](N)Cc4ccc(O)cc4)nn3)CC2)n1 (stereo partly specified),3.6,.,.,.,11.0%,11.8%,-1.7%,2.1%,3.9%,0.1%,-7.6%
COc1ccc(C2(O)CCN(C(=O)c3ccc4c(c3)OCO4)CC2)cc1,5.4,4.4%,-11.1%,-2.4,?,26.5%,0.1%,4.3%,-1.6%,-1.8%,-1.1%
CCOC(=O)Cn1c(-c2cccnc2Cl)nc2cc(C)c(C)cc21,-1.1,-3.4%,2.8%,-26.2,-2.9%,10.5%,-3.6%,-5.6%,0.6%,-0.5%,-0.4%
Cc1cc(C)n2nc(C(=O)OCC(=O)N(C)C3CCS(=O)(=O)C3)nc2n1 (stereo unspecified),16.4,0.2%,.,-10.1,0.6%,7.0%,-2.0%,.,.,.,2.2%
Cn1c(Br)nc2c1c(=O)n(Cc1ccccc1)c(=O)n2C,8.5,0.3%,8.0%,-2.8,?,-7.6%,-0.6%,1.8%,0.6%,4.5%,0.6%
O=C(COC(=O)c1ccc(F)c(S(=O)(=O)N2CCOCC2)c1)NC1CC1,-15.3,1.3%,.,-0.2,?,-9.0%,5.0%,.,.,.,-2.0%
COc1ccc(C2CC(c3ccc4ccccc4c3)=NN2C(=O)CSc2ncccn2)cc1 (stereo unspecified),9.1,.,-4.1%,-1.7,-2.5%,-7.3%,11.5%,64.0%[activator],7.3%,0.9%,1.5%
CCN1C(=O)c2ccc(C(=O)NCc3ccc4c(c3)OCO4)cc2C1=O,-4.9,-3.5%,-15.2%,-13.4,-1.8%,1.5%,-6.3%,34.1%[activator],3.0%,-0.3%,-0.1%
CS(=O)(=O)Nc1cccc(C2=NN(C(=O)c3cccc(F)c3)C(c3cccs3)C2)c1 (stereo unspecified),-9.5,-1.4%,?,-2.6,?,-9.3%,0.9%,-1.5%,.,-2.3%,-0.2%
CCOC(=O)/C(C#N)=C\c1ccc(N2CCN(C/C=C/c3ccccc3)CC2)cc1,-1.8,34.7%[activator],-13.1%,-9.5,9.9%,2.6%,7.9%,19.6%,-0.1%,0.3%,5.7%
Cc1ccc2[nH]c(=O)c(COC(=O)C3CCCCC3)cc2c1,2.1,-0.2%,.,-9.4,?,-11.6%,7.7%,4.7%,-6.2%,-1.1%,0.1%
O=C(CSc1nc2ncc(Cl)cc2[nH]1)NC1CCS(=O)(=O)C1 (stereo unspecified),4.1,2.1%,-7.3%,-0.8,-0.9%,-4.6%,2.8%,.,-13.6%,7.8%,0.4%
CCOC(=O)C1=C(N)OC2=C(C(=O)CC(C)(C)C2)C1c1ccco1 (stereo unspecified),6.1,6.5%,-11.0%,-0.9,6.1%,0.3%,-0.6%,19.2%,3.2%,0.6%,-1.0%
CC(=O)Nc1ccc(S(=O)(=O)N2CCN(Cc3ccccn3)CC2)cc1,12.9,4.8%,.,-19.2,-3.1%,0.4%,-4.2%,1.2%,-0.6%,-0.3%,0.0%
C/C(=N\O)C1(C)N(O)C(C)(C)C(c2ccco2)=[N+]1[O-] (stereo unspecified),5.3,-0.3%,6.7%,-0.7,-9.6%,2.5%,-2.8%,-0.6%,4.1%,-0.8%,8.2%
CCN1C(=O)[C@H]2[C@@H](c3ccc(-c4ccccc4)cc3)N3CCC[C@@]3(C(=O)OC)[C@H]2C1=O,0.2,-16.8%,.,-2.1,7.3%,-3.3%,?,.,.,.,0.1%
COc1ccc(Oc2ccc(/C=N/NC(=O)c3cccnc3)cc2[N+](=O)[O-])cc1,-4.2,-16.0%,?,1.0,?,7.7%,0.7%,?,-1.1%,0.4%,0.7%
Nn1c(SCC(=O)Nc2ccc3c(c2)OCCO3)nncc1=O,19.8,-3.0%,5.9%,-3.4,-4.4%,-1.4%,3.4%,2.7%,11.8%,-2.2%,-0.3%
Cc1cc(C)nc(Sc2ccc3nnnn3n2)n1,2.4,2.0%,22.4%,-0.9,-5.3%,0.1%,-4.4%,9.7%,0.0%,-2.5%,-9.9%
CCOC(=O)N1CCN(C(=O)c2cc3cc(Cl)ccc3[nH]2)CC1,-6.3,-6.5%,-1.8%,-0.6,-16.4%,11.9%,1.0%,1.2%,.,.,2.6%
CC1(C)CC(=O)C(C(=O)c2ccccc2)C(=O)C1Cl (stereo unspecified),2.8,0.2%,12.0%,-3.7,3.9%,12.7%,3.5%,-2.2%,0.6%,0.7%,0.0%
O=C(CSc1nnc(Cc2cc(=O)[nH]c(=O)[nH]2)n1-c1ccc(Cl)cc1)NCC1CCCO1 (stereo unspecified),-2.0,-3.2%,4.1%,-7.2,-12.2%,-7.8%,-1.5%,6.5%,2.4%,1.9%,5.1%
O=c1nc(NCc2ccco2)sc2ncccc12,-2.0,-0.5%,-11.8%,-13.6,3.1%,-15.4%,-2.3%,2.2%,6.8%,-4.0%,-1.4%
Nc1nnc(SCC(=O)Nc2ccccc2N2CCOCC2)s1,1.1,4.6%,-0.1%,1.0,-7.6%,12.7%,0.0%,5.8%,5.6%,0.8%,1.3%
Cc1c(NC(=O)c2cccc(NC(=O)c3ccco3)c2)cccc1C(=O)O,8.0,0.8%,0.1%,-2.4,?,-2.6%,0.1%,5.0%,1.2%,-2.4%,4.2%
